14-3-3 Bad PPI: disrupts binding of bovine 14-3-3 zeta to phospho-Bad peptide. AID 781. TR-FRET 14-3-3zeta/Dy647-pBad peptide displacement, 1 h. P63103. hit rate 0.71% among 220,000. inhibition, % at 21.7 µM;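 active = inhibition above about 70%, limit read from the data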;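 also: 0% = full 14-3-3 plus peptide FRET controls and 100% = background without 14-3-3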
L929 necroptosis: L929 zVAD cell death inhibition | viability rescue, % at 10 µM | AID 1377 | hit rate 0.38% among 220,000 | L929 zVAD necroptosis rescue, ATP luminescence, 24 h; with zVAD 60 µM;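 active = activation, scaled between plate controls, above about 75%, limit read from the data; inactive = activation under that limit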;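 also: 0% = zVAD with DMSO and 100% = DMSO alone without zVAD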
MDM2 E3 inh: blocks human Mdm2 ubiquitin ligase activity | hit rate 0.11% among 210,000 | cell-based MDM2 ubiquitination luciferase reporter, 2 h; 0 = plate control, 100 = twice control, blank-subtracted | signal enhancement, % at 5 µM | Q00987 | AID 1230;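 active = signal enhancement of 30% or more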;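 also: luminescence tracks abundance of the self-degrading MDM2-luciferase fusion protein; higher signal means inhibition of MDM2 E3 ligase activity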
Target sequence (Q00987 whole entry, looked up, the tested form may be a part): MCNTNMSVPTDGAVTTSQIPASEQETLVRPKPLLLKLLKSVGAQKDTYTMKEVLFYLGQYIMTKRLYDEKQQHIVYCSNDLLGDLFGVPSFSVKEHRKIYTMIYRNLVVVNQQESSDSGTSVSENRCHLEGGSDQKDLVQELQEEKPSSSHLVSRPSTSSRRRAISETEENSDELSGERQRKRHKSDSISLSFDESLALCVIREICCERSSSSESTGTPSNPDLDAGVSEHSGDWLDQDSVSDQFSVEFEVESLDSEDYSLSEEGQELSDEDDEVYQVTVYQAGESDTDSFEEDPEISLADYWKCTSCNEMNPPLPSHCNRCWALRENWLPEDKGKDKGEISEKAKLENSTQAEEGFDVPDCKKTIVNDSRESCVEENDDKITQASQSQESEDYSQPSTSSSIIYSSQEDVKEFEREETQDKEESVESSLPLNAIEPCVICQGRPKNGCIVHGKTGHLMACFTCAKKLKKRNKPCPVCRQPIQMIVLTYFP
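system = mammalian cells stably expressing self-ubiquitinating, self-degrading MDM2 E3–luciferase fusion | quantity = 2000 cells per well seeded | incubation = 4 h cell settling then 2 h compound exposure, 37 °C | signal = SteadyLite luminescence, 15 min reagent step | benchmarks = plate control and blank wells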
Hck-Nef inh: human Hck-Nef kinase inhibition; Recombinant Hck-YEEI plus Nef, Z-Lyte FRET kinase assay; hit rate 0.68% among 220,000; P08631; inhibition, % at 20 µM;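 active = Hck-Nef kinase inhibition above about 50%, limit read from the data; inactive = inhibition below that limit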;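 also: 0% = DMSO with Hck plus Nef and 100% = Hck alone without Nef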
Tb hexokinase: blocks Trypanosoma brucei hexokinase 1 activity. recombinant TbHK1, G6PDH-coupled NADH A340. hit rate 0.11% among 220,000. AID 1430. inhibition, % at 10 µM;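 active = inhibition of 50% or more in the single-dose primary screen; inactive = inhibition below 50%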
EBV gp42 inh: blocks Epstein-Barr virus glycoprotein 42 binding. Q1HVG2. Fluorescence polarization binding assay, mP read-out. inhibition, % (tested at 21.74 µM). hit rate 0.42% among 220,000. AID 1085; in the data active = inhibition above about 50%
NCF1 inh: p47phox (human) inhibition. P14598. p47phox/p22phox peptide binding, fluorescence polarization, 2 h. inhibition, % at 24.7 µM. hit rate 0.53% among 220,000;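 active = inhibition above about 30%, limit read from the data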;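 also: 0% = p47phox with labelled peptide and 100% = labelled peptide alone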
Runt-SMMHC FRET: inhibitors of human RUNX1 Runt domain binding to CBFb-SMMHC | hit rate 0.74% among 220,000 | Q01196+Q13951 | inhibition, % at 20 µM | Cerulean-Runt/Venus-CBFb-SMMHC FRET ratio 530/480, 1 h;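 active = mean inhibition across duplicate retests at 20 µM reaching about 50%, limit read from the data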;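 also: 0% = DMSO wells and 100% = wells with excess untagged CBFb-SMMHC; inhibitors lower the FRET ratio by blocking Runt binding to CBFb-SMMHC; some results filed as inactive read as strong as hits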
Target sequence (Q01196 whole entry, looked up, the tested form may be a part): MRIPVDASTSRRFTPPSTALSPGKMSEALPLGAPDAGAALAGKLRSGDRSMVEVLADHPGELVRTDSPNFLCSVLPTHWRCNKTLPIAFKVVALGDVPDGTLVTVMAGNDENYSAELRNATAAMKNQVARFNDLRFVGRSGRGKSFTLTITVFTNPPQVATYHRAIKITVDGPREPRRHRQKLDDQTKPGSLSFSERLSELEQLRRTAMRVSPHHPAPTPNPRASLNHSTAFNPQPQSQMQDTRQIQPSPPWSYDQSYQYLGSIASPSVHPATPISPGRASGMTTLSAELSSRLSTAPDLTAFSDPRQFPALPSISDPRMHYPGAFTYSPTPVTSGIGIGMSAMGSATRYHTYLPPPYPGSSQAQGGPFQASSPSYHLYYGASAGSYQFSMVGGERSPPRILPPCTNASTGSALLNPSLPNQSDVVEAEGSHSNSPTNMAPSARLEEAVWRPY
Target sequence (Q13951 whole entry, looked up, the tested form may be a part): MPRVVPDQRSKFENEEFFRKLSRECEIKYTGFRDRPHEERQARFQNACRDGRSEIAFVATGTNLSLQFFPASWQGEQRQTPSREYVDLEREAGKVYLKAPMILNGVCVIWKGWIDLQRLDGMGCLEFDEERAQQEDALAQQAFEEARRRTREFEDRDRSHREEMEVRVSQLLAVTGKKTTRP
Runt-CBFb FRET: Runt domain-CBFb interaction inhibition | hit rate 0.46% among 220,000 | Cerulean-Runt/Venus-CBFb FRET ratio 530/480, 1 h | AID 1496 | inhibition, % at 20 µM | Q01196+Q13951;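 active = inhibition over about 50% at 20 µM in the single-dose screen, limit read from the data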;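 also: 0% = DMSO wells and 100% = excess unlabeled CBFb competitor control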
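Measured by: fluorescence energy transfer, 422 nm excitation, 530/480 nm emission; Assay system: Cerulean-Runt domain; Medium: Tris pH 7.5 buffer with BSA; Measure: loss of energy transfer signal; Controls: 5 µM unlabeled CBFb as full-inhibition high control; Incubation: protein complex preformed 1 h, compound exposure 1 h, room temperature, dark.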
An asterisk follows results filed as active; · = no result given; [ ] = remark or other dose. Rows are unselected; any-hit rate near 3.2%.

Each structure is followed by: Tb hexokinase	MDM2 E3 inh	EBV gp42 inh	14-3-3 Bad PPI	NCF1 inh	L929 necroptosis	Hck-Nef inh	Runt-SMMHC FRET	Runt-CBFb FRET
> C/C(=N\Nc1ccc([N+](=O)[O-])cc1)c1ccc(C#N)cc1
 : -0.9	-0.7	-20.0	3.2	-11.7	0.8	-18.4	-19.1	-14.6
> CCOC(=O)CNC(=O)c1c(C)nn(C)c1Cl
 : -5.5	2.4	-12.5	1.5	-1.7	-0.7	-14.2	-0.2	0.4
> O=C(Nc1ccc(Cl)cn1)c1cc(S(=O)(=O)N2CCCCC2)ccc1Cl
 : 1.7	-9.2	-17.4	8.1	-8.8	0.1	0.3	-7.4	0.5
> Cc1c(NC(=O)CSc2nnnn2-c2ccc(F)cc2)c(=O)n(-c2ccccc2)n1C
 : 6.4	-8.6	-13.8	-7.8	-2.9	0.5	13.4	10.1	2.0
> CNC(=S)N(CCc1ccc(OC)c(OC)c1)Cc1cc2c(C)cc(C)cc2[nH]c1=O
 : 12.4	-0.4	-17.6	5.3	-10.5	0.7	5.9	3.9	32.7
> COc1cnc(SCc2ccc(Cl)cc2Cl)nc1Cl
 : 1.3	-23.2	-4.6	-2.3	-12.8	-0.2	2.4	0.3	-1.4
> C=CCNC(=O)c1ccc(-c2cccc([N+](=O)[O-])c2)o1
 : 0.1	-0.8	-5.6	0.4	-2.7	7.5	0.2	-1.3	4.2
> CCN(CC)c1nc(N)c([N+](=O)[O-])c(NCCO)n1
 : -43.8	-5.3	-2.8	-5.2	0.1	1.1	0.6	-0.1	-0.8
> CCN(CC)C(=O)CN(c1ccc2c(c1)OCO2)S(C)(=O)=O
 : -4.2	-8.1	-12.7	-5.2[fluorescence artefact?]	-10.6	0.8	0.6	1.1	0.4
> Cc1c(C(=O)OCC(=O)Nc2ccc3c(c2)OCO3)cccc1[N+](=O)[O-]
 : -4.1	2.1	-20.7	-2.1	-10.7	·	10.0	0.4	0.8
> Cc1ccc(S(=O)(=O)N2CCC(C(=O)O)CC2)cc1
 : 0.5	13.2	-15.7	-13.5	6.3	6.1	23.9	-2.6	-0.8
> COC(=O)C1=C(C(C)=O)C(c2ccc(C(=O)OC)cc2)n2nnnc2N1 (centres undefined)
 : -10.5	-17.2	-8.3	-6.5[fluorescence artefact?]	-16.4	1.2	-0.7	-1.0	-0.6
> CCOc1ccc(OCC)c(NS(=O)(=O)c2ccc3c(c2)n(C)c(=O)c(=O)n3C)c1
 : -11.7	-16.8	-9.2	-18.6	-6.9	0.6	1.6	-6.9	1.3
> COc1ccc(C2CC(c3cccs3)=NN2S(C)(=O)=O)cc1OC (centres undefined)
 : 1.5	-11.7	-9.3	-7.8	-160.5	-0.4	23.6	0.6	-0.3
> CCCN(CCC)CC(=O)Nc1cccc2c1OCO2
 : -2.2	-17.8	6.6	64.1[fluorescence artefact?]	3.3	-0.2	-0.3	-0.7	-1.8
> Cc1ccc2c(c1)N(CC(=O)NC1CCCc3ccccc31)C(=O)CO2 (centres undefined)
 : 66.2*	8.3	-13.0	4.9[fluorescence artefact?]	-6.3	-0.2	3.4	4.4	-0.7
> CCOc1c2c(nc3ccc(Cl)cc13)CCC2
 : -0.9	-3.5	-9.9	3.2	-20.2	1.6	1.3	3.9	-2.7
> CSC(SC)=C(C#N)C(=O)c1ccccc1
 : -25.5	25.8	-1.2	-10.3	-8.2	1.4	0.9	7.7	5.9
> CS(=O)(=O)c1ccc(N2CCN(C3CC(=O)NC3=O)CC2)cc1 (centres undefined)
 : -1.2	-11.4	-14.7	9.4[fluorescence artefact?]	-7.2	0.0	-0.6	-3.4	0.2
> Cn1c(=O)c2c(nc(N3CCCCC3)n2C)n(C)c1=O
 : 1.0	-9.7	-11.8	3.8	-27.2	0.1	-0.5	4.3	-0.4
> CCc1ccc2oc(=O)cc(CN3CCN(CCO)CC3)c2c1
 : -8.0	-23.6	-8.6	-8.2[fluorescence artefact?]	-3.0	-0.2	-0.6	-1.6	0.5
> CN(C)CCNc1c2c(c(C#N)c3nc4ccccc4n13)CCCC2
 : -5.5	-11.3	·	·	·	-0.1	24.8	62.5*	20.8
> C=CCN(CC=C)C(=S)NC(=O)c1ccc(OC)c(Br)c1
 : 0.1	-38.2	-1.0	-11.2	0.9	-0.3	-3.0	-1.4	0.8
> O=C(CNC(=O)C12CC3CC(CC(C3)C1)C2)N/N=C\c1ccccn1
 : 4.4	13.3	-15.7	-2.1	-14.2	11.2	18.6	2.0	-0.4
> O=C(NCc1cccnc1)c1ccc(NC(=O)c2cccc([N+](=O)[O-])c2)cc1
 : -0.7	-3.9	-13.4	-1.8	-7.2	1.1	23.0	-2.3	-0.5
> CN1CCN(S(=O)(=O)c2ccc(-c3ccc(Cl)cc3)cc2)CC1
 : -1.6	-13.0	-13.9	-5.7[fluorescence artefact?]	-13.2	-0.1	0.1	-1.9	-1.4
> CC(=O)c1c(C)nc(Nc2nc(C)c3cc(C)ccc3n2)nc1C
 : -17.8	0.0	-10.0	7.7	8.2	0.9	23.0	3.8	0.8
> CC1=C(C(=O)OCc2ccccc2)C(c2ccc(N3CCOCC3)cc2)NC(=O)N1 (centres undefined)
 : -8.1	-10.0	4.2	-2.9[fluorescence artefact?]	-44.5	1.0	-0.4	-2.8	-1.8
> O=C(NCc1ccccc1)Nc1cccn(Cc2ccccc2Cl)c1=O
 : 3.0	-10.9	3.5	-12.4	-9.3	0.0	-14.5	2.8	4.3
> Cc1ccc(S(=O)(=O)N2CCN(S(=O)(=O)c3ccc(C)cc3)C2)cc1
 : 4.5	-17.5	-12.6	10.4	-5.2	0.8	-2.5	-0.2	-0.6

Entries of single compounds, quoted from the list:
Entry for CSC(SC)=C(C#N)C(=O)c1ccccc1 : Tb hexokinase = -25.5; MDM2 E3 inh = 25.8; EBV gp42 inh = -1.2; 14-3-3 Bad PPI = -10.3; NCF1 inh = -8.2; L929 necroptosis = 1.4; Hck-Nef inh = 0.9; Runt-SMMHC FRET = 7.7; Runt-CBFb FRET = 5.9
Entry for C=CCNC(=O)c1ccc(-c2cccc([N+](=O)[O-])c2)o1 : Tb hexokinase = 0.1; MDM2 E3 inh = -0.8; EBV gp42 inh = -5.6; 14-3-3 Bad PPI = 0.4; NCF1 inh = -2.7; L929 necroptosis = 7.5; Hck-Nef inh = 0.2; Runt-SMMHC FRET = -1.3; Runt-CBFb FRET = 4.2

More structures follow:
Each structure is followed by: Tb hexokinase	MDM2 E3 inh	EBV gp42 inh	14-3-3 Bad PPI	NCF1 inh	L929 necroptosis	Hck-Nef inh	Runt-SMMHC FRET	Runt-CBFb FRET
> Cc1cccc(CSc2nc3ccncc3n2CC(=O)Nc2cc(C)cc(C)c2)c1
 : 3.2	·	-7.9	3.9[fluorescence artefact?]	-1.0	·	-2.3	-1.8	-0.4
> CC12CCC(C(=O)N(c3ccc(Cl)cc3)C1=O)C2(C)C (centres undefined)
 : -1.9	-1.8	6.6	5.5	-6.3	·	1.7	1.9	-1.0
> COc1ccc(-c2nc(-c3cccc(C(F)(F)F)c3)no2)cc1OC
 : 5.4	-3.6	-9.0	-11.0	-14.2	0.3	1.9	0.4	-4.0
> O=C(COc1ccc(NS(=O)(=O)c2ccc(F)cc2)cc1)N1CCOCC1
 : -6.6	-8.6	-2.5	-11.4	-3.3	1.5	-1.5	1.0	5.1
> CC(C)c1ccc(-c2nc3c([nH]2)c(=O)n(C)c(=O)n3C)cc1
 : 0.1	-16.8	-3.8	-12.9[fluorescence artefact?]	-13.2	-1.1	10.0	-0.2	0.4
> Cc1ccc(-n2c(C)nn(CC3CC3)c2=O)cc1
 : -3.8	-28.2	-9.1	-2.7	-3.1	2.0	-0.9	1.8	-0.1
> CCOC(=O)C1CCN(c2c(N3CCN(Cc4ccccc4)CC3)c(=O)c2=O)CC1
 : -19.0	-8.3	-21.1	7.0	-7.3	-0.3	1.9	-3.6	4.0
> CCN(c1ccc2c(c1)OCO2)S(=O)(=O)c1cc(Br)cc2c1N(C(=O)C1CC1)CC2
 : -10.0	-16.2	12.7	-3.3	-38.4	-0.5	-1.8	-4.0	0.7
> O=C(NNC(=O)c1cccnc1)NC12CC3CC(CC(C3)C1)C2
 : -6.2	14.3	-1.1	-13.3[fluorescence artefact?]	6.6	0.7	2.7	-0.4	-0.9
> CN(C)c1ccc(C(=O)C(O)c2ccc(C(C)(C)C)cc2)cc1 (centres undefined)
 : -1.3	-4.3	-5.4	-8.0	-11.7	-0.1	-0.1	1.4	-1.4
> CCOC(=O)C1=C(C)OC(N)=C(C#N)C1c1ccccc1 (centres undefined)
 : -4.3	5.4	-10.8	-1.6	-7.9	25.3	14.6	-3.3	0.6
> CC(C)Sc1nnc([C@H](Cc2c[nH]c3ccccc23)NC(=O)OC(C)(C)C)o1
 : -0.8	-9.7	-20.6	·	4.9	-0.4	-1.2	1.8	-1.2
> O=C(CSc1n[nH]c(=O)n1Cc1ccco1)N1CCOCC1
 : -4.7	2.2	-9.3	-6.7	-2.9	1.2	3.4	-3.0	2.3
> COc1cccc(NC(=O)CN(C)S(=O)(=O)c2ccc(C)cc2)c1
 : 0.2	-7.0	-6.0	1.9	-8.4	0.5	2.8	3.8	-1.7
> Cc1ccc(NC(=O)c2c(-c3ccccc3Cl)noc2C)nc1
 : -1.7	-10.9	-2.2	4.3	3.5	0.7	8.7	-1.4	-0.9
> O=C(Nc1cccc(-c2nc3ccccc3o2)c1)c1ccc(N2C(=O)C3C4C=CC(C4)C3C2=O)cc1 (centres undefined)
 : -1.2	6.7	-3.8	24.6	-23.8	33.9	-12.7	-2.7	-2.7
> Cc1ccc(C(OC(=O)c2ccco2)C(=O)NC2CCCCC2)cc1 (centres undefined)
 : 2.0	-9.1	-3.6	59.2	-9.6	0.5	1.5	3.6	·
> O=C(O)COc1ccccc1/C=N/NC(=O)CN1CCN(S(=O)(=O)c2ccc(Br)cc2)CC1
 : -11.4	-5.7	-18.4	0.9	-11.9	-0.2	1.7	-1.8	2.1
> NC(=O)c1cc2cc(Cl)ccc2oc1=Nc1cccc(C(F)(F)F)c1
 : -8.0	·	-16.2	9.2	-11.8	·	0.3	-109.7	-8.4
> CCC(C(=O)Nc1ccc(C(=O)N2CCCC2)cc1)c1ccccc1 (centres undefined)
 : -5.0	13.3	-8.9	-3.1	-0.3	10.2	18.8	-0.5	-1.6
> COc1ccc(OCCC(=O)OCC(=O)NCc2ccccc2)cc1
 : 4.9	-5.5	-9.8	0.0[fluorescence artefact?]	0.0	1.6	-0.6	0.8	0.7
> Cc1ccc2c(c1)C(=O)CC(O)(C(F)(F)F)O2 (centres undefined)
 : -20.5	-11.4	-60.6	-1.5	-3.4	0.5	0.3	-2.3	-0.2
> O=C1Nc2ccc(F)cc2C12SCCS2
 : 2.8	9.2	-5.6	2.0	9.8	0.2	-0.4	-3.9	-0.4
> CCc1nnc(N2C(=O)c3cccc4cccc(c34)C2=O)s1
 : -26.4	-0.3	-3.4	9.7	3.2	-0.5	3.3	-1.3	1.5
> CC1CCN(Cc2cnc(Cl)s2)CC1
 : -2.2	7.4	3.7	12.1	-5.5	0.0	0.9	3.4	1.6
> CCCNC(=O)N1CCN(S(=O)(=O)c2ccc(C)cc2)CC1
 : -10.1	-15.0	-14.1	-4.8	13.8	0.0	1.0	-6.9	-2.5
> COc1cccc(/C=C/C(=O)OCC(=O)NCc2ccco2)c1
 : -9.4	8.5	-18.6	-7.1	-6.3	·	5.6	-0.1	0.5

Bioassay records deposited in PubChem BioAssay by several laboratories.
